GAA glycogen mod: qHTS Assay for Inhibitors and Activators of Human alpha-Glucosidase Cleavage of Glycogen. Lysosomal alpha-glucosidase (Homo sapiens), P10253. Potency, µM (top dose mostly 76.4 µM), without a hit: at the highest dose activity change, negative = inhibition, most hits filed as inhibitors. 300,000 compounds, 0.38% hits. recombinant GAA, glycogen substrate, Amplex Red glucose oxidase fluorescence;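 note: potency is the fitted concentration of half-maximal effect; 0% = full enzyme reaction and -100% = no-enzyme basal signal; the screen sought inhibitors and activators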
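Recombinant enzyme (4 nM final) with compounds titrated up to 77 uM and bovine liver glycogen (30 ug) in citrate pH 5.0, 0.01% Tween-20, 37 C 40 min. Released glucose detected by Amplex Red/glucose oxidase (Ex 573/Em 610); AC50 from Hill fits.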
aGlu spleen mod: qHTS Assay for Inhibitors and Activators of Human alpha-Glucosidase From Spleen Homogenate; Potency, µM (series often up to 79.9 µM), inactives show at the highest dose activity change, negative = inhibition, most hits filed as inhibitors; Lysosomal alpha-glucosidase (Homo sapiens), P10253; 240,000 compounds, 0.006% hits; human spleen homogenate, 4-MU-alpha-glucoside fluorescence;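 note: potency is the fitted concentration of half-maximal effect; 0% = enzyme with vehicle and -100% = no enzyme basal signal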
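Human spleen homogenate (1 ug) with 4-methylumbelliferyl-alpha-D-glucopyranoside (1 mM final) in 50 mM citrate/phosphate pH 5.0, 0.01% Tween-20; 40 min at 37 C. Stopped at pH 10; 4-MU fluorescence Ex 365/Em 440 nm; AC50 by Hill fit.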
GAA inh: qHTS Assay for Inhibitors of Human alpha-Glucosidase as a Potential Chaperone Treatment of Pompe Disease. Lysosomal alpha-glucosidase (Homo sapiens), P10253. purified human GAA, 4-MU-alpha-glucoside fluorescence. Potency, µM (highest dose often 76.9 µM), for inactives: at the top dose activity change, negative = inhibition, most hits filed as inhibitors. 200,000 compounds, 0.005% hits;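 note: potency is the fitted concentration of half-maximal effect; plate controls were uninhibited enzyme wells for no effect and no-enzyme background for full effect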
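Human alpha-glucosidase, 4 nM, pre-mixed with test compounds before 400 uM 4-methylumbelliferyl substrate; 20 min room temperature at pH 5.0. Fluorescence read after pH 10 stop; AC50 values from Hill-equation fits.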
CBFb-RUNX1 inh: qHTS Assay for Compounds Blocking the Interaction Between CBF-beta and RUNX1 for the Treatment of Acute Myeloid Leukemia; 230,000 tested, under 10 active; Potency, µM (top dose mostly 59.8 µM), without a hit: top-dose activity, negative = inhibition, most hits filed as inhibitors; AlphaScreen CBFb-His/RUNX1-biotin binding, biochemical; Runt-related transcription factor 1 (Homo sapiens) + Core-binding factor subunit beta …; note: % of control where 0% means no effect
Target sequence (Q01196 whole entry, looked up): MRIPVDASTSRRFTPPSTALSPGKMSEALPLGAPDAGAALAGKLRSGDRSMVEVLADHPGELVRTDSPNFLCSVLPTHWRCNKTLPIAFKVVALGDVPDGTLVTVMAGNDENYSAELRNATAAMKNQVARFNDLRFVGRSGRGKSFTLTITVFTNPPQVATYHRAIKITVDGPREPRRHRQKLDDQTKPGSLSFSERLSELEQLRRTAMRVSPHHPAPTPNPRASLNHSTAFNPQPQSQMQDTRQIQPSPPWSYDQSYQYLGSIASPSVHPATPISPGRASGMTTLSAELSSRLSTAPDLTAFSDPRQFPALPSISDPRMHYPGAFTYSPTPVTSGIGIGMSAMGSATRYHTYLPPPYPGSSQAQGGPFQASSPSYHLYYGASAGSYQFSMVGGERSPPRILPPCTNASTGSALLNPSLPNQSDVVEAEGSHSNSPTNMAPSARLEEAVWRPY
Target sequence (Q13951 whole entry, looked up): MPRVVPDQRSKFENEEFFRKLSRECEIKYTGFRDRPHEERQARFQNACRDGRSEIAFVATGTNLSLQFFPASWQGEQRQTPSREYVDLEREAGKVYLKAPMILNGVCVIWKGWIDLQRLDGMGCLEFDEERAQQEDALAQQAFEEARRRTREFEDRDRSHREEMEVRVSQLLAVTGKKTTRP
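AlphaScreen proximity signal reports loss of binding between His-tagged CBF-beta and biotin-labelled RUNX1, each at 30 nM. Proteins are pre-associated for 20 minutes, compounds added for 15 minutes, then beads for 90 minutes, all at ambient temperature.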
Lamin A splicing: qHTS Assay for Modulators of Lamin A Splicing | HeLa LMNA splicing GFP/RFP minigene ratio, 48 h | Potency, µM (top dose mostly 46.1 µM), inactives show at the top dose ratio change, negative = inhibition, hits mostly inhibitors | 200,000 compounds, 0.01% hits; active = well fitted inhibition curve with a large enough effect in the signal ratio, with a control signal flat, not every such curve was filed as active; inconclusive = small, poorly fitted or top-dose-only effect, or effect the other way, or a change in a side signal; the % refers to the signal ratio; note: potency is the fitted concentration of half-maximal effect; % is set by controls: 0 for no effect and ±100 for the full control effect
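S3 HeLa cells stably expressing lamin A-EGFP splicing minigene plus DsRed2, 600 cells/well, 48 h compound exposure at 37C. Laser-scanning cytometry; analysed as GFP (500-530 nm)/RFP (575-640 nm) total intensity ratio; 0.5% DMSO vehicle.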
HTT ATP protect: qHTS Multiplex Assay to Identify Dual Action Probes in a Cell Model of Huntington: Cytoprotection (ATP) | PC12 HTT-Q103 induced, cytoprotection, ATP luminescence, 40 h | Potency, µM (highest dose often 56.4 µM), inactives show cytoprotection (ATP increase), actives largely listed as activators | 230,000 compounds, 0.14% hits | AID 1471, 2008;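 note: potency is the fitted concentration of half-maximal effect; % of control where 0% means no effect; nearly all actives have a fitted effect of over 45% in size; toxic huntingtin expression switched on by the ecdysone agonist tebufenozide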
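Huntington model: PC12 line, ecdysone-inducible HTTQ103 exon1–GFP, tebufenozide 100 nM. Test articles in a dose series. Endpoint luminescence from cellular ATP.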
HTT aggregate: qHTS Multiplex Assay to Identify Dual Action Probes in a Cell Model of Huntington: Aggregate Formation (GFP). PC12 HttQ103-GFP aggregates, Acumen cytometry, 40 h. Potency, µM (top dose mostly 46.1 µM), inactives show at the highest dose activity change, negative = inhibition, hits mostly inhibitors. 220,000 compounds, 1.1% hits; note: potency is the fitted concentration of half-maximal effect; % is set by controls: 0 for no effect and ±100 for the full control effect; nearly all actives have a fitted effect of over 60% in size
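Steps: seed 1500 PC12 HTTQ103-GFP cells/well; add tebufenozide, 100 nM final; add compound titration; add ATPLite reagent; quantify GFP aggregates by laser scanning cytometry.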
* hit, by the source's call; ? = inconclusive; / = no result given; [ ] = dose if it differs, or a comment. Unless noted, calls come from the whole dose curve; as a rule, active = well fitted curve in the direction sought with a large enough effect; inconclusive = small, poorly fitted or top-dose-only effect, or another doubt; inactive = no such curve, though single readings can be large; an effect the other way counts as inactive or inconclusive.

Keys – A = GAA glycogen mod; B = aGlu spleen mod; C = GAA inh; D = CBFb-RUNX1 inh; E = Lamin A splicing; F = HTT ATP protect; G = HTT aggregate
> COc1ccc(C(O)C(CN2CCOCC2)c2ccccc2)cc1 (stereo not drawn)
  A: -3%; B: 3%; C: 0%; D: 4%; E: 3%; F: /; G: 21%
> COc1cccc(CNC(=O)C2CCN(S(=O)(=O)c3ccc(F)cc3)CC2)c1
  A: 5%; B: -12%; C: -7%; D: -8%; E: 9%; F: 0%[10 µM]; G: 3%
> CCC(CC)C(=O)Nc1cccc(S(=O)(=O)c2cccc(NC(=O)C(CC)CC)c2)c1
  A: 14%; B: 9%; C: -1%; D: -11%; E: 4%; F: 17%; G: -2%[9.22 µM]
> Cc1c(Cl)cccc1NC(=O)CN1CCC(C(O)(c2ccccc2)c2ccccc2)CC1
  A: -8%; B: 3%; C: -6%; D: -1%; E: -4%; F: -66%[inhibitor]; G: ?
> COc1ccccc1/C=C/C1=NC(=C\N(C)C)/C(=O)O1
  A: 4%; B: -3%; C: 11%; D: 6%; E: -11%; F: 6%; G: 6%
> C#CCn1c(=NC(=O)c2cc(-c3cccs3)nc3ccccc23)sc2cc(S(N)(=O)=O)ccc21
  A: 4%; B: 2%; C: 9%; D: 11%; E: 9%; F: 9%[10 µM]; G: -7%
> COc1ccc(S(=O)(=O)N2CCC(NC(=O)N3CCOCC3)CC2)cc1
  A: 6%; B: 5%; C: ?; D: 10%; E: 15%[46 µM]; F: -27%; G: 7%
> COc1ccc(N2CCN(c3ncccc3C#N)CC2)cc1
  A: 6%; B: -11%; C: 2%; D: -2%; E: -12%; F: 9%[1.9 µM]; G: 8%
> CCOC(=O)c1ccc(NC(=S)NN)cc1
  A: ?; B: -5%; C: 4%; D: -4%; E: /; F: -3%; G: 12%
> COc1ccc(-n2nnnc2SCC#CCO)cc1
  A: 4%; B: 2%; C: -11%; D: 6%; E: -4%; F: 2%[0.074 µM]; G: ?
> COC(=O)c1ccc(COc2ccccc2/C=N/NC(=O)c2cccnc2)cc1
  A: 6%; B: 1%; C: -32%; D: 5%; E: /; F: 18%[10 µM]; G: ?
> COc1ccccc1NC(=O)Cc1coc2cc(C)ccc12
  A: 1%; B: -9%; C: -1%; D: 2%; E: -3%; F: 5%; G: 9%[9.22 µM]
> Cc1cc(NC(=O)CSc2c(C)[nH]c3ccccc23)no1
  A: 2%; B: 0%; C: 0%; D: 0%; E: -6%; F: 16%[10 µM]; G: -14%
> COc1cc(/C=N/NC(=O)Cn2ccc(C(F)(F)F)n2)cc(OC)c1OC
  A: -6%; B: 1%; C: -6%; D: -17%; E: 1%[46 µM]; F: -30%; G: ?
> CC(C)=C(NC(=O)c1ccccc1)C(N)=O
  A: 5%; B: 2%; C: /; D: 2%; E: /; F: 13%[10 µM]; G: -3%[9.22 µM]
> O=c1c(C(c2ccc(Cl)cc2)c2c(O)nc3n(c2=O)CCS3)c(O)nc2n1CCS2
  A: ?; B: 7%; C: /; D: -10%; E: /; F: 0%[10 µM]; G: 4%[9.22 µM]
> O=C(Cc1cccs1)NNC(=S)NC(=O)c1ccc(F)c(F)c1
  A: -25%; B: 3%; C: 1%; D: -5%; E: ?; F: 12%[10 µM]; G: -9%
> C[n+]1cccc(C(=O)NNC(=O)C23CC4CC(CC(C4)C2)C3)c1
  A: -7%; B: -8%; C: ?; D: -1%; E: ?; F: -3%; G: -1%
> Cc1cc(C)cc(N(C(=O)CNC(=O)c2cccs2)C(C(=O)NC2CCCC2)c2cccnc2)c1 (stereo not drawn)
  A: 0%; B: -18%; C: 0%; D: -2%; E: 4%; F: -17%; G: -9%
> CC1=CC(=C(C#N)c2nc3ccccc3s2)C=C(C)N1c1ccc(F)cc1F
  A: 1%; B: 1%; C: 3%; D: 0%; E: -13%; F: -16%[10 µM]; G: -6%
> O=S(=O)(Cc1ccccc1)C1CCCCC1O (stereo not drawn)
  A: 0%; B: -2%; C: /; D: 12%; E: /; F: 17%[10 µM]; G: 33%[9.22 µM]
> COC(=O)c1c(-c2ccc(C)cc2)csc1NC(=S)NC(=O)c1ccc(F)cc1
  A: -7%; B: -5%; C: -10%; D: 0%; E: 3%; F: -12%[10 µM]; G: -18%
> COc1ccc(C2=NOC(CN3C(=O)c4ccccc4S3(=O)=O)C2)cc1 (stereo not drawn)
  A: -3%; B: -4%; C: -2%; D: 18%; E: 9%; F: -57%[inhibitor]; G: 10%
> Cc1cccc(C)c1N1CCN(S(=O)(=O)N2CCCCC2)CC1
  A: -2%; B: 3%; C: -2%; D: 11%; E: ?; F: -30%; G: ?
> COc1ccc2c(c1)c(C(O)CN1CCC3(CC1)OCCO3)c(C)n2C (stereo not drawn)
  A: -27%; B: 0%; C: 1%; D: -9%; E: -6%; F: -13%[0.074 µM]; G: -7%
> COc1cc(/C=C/c2cc(C(=O)O)c3ccccc3n2)ccc1OC(F)F
  A: 0%; B: -2%; C: /; D: 0%; E: /; F: -69%[inhibitor][10 µM]; G: 12%[9.22 µM]
> CCOC(=O)Cc1cc(=O)n(-c2nc3ccccc3s2)[nH]1
  A: -5%; B: -2%; C: 1%; D: ?; E: ?; F: 12%; G: 10%[9.22 µM]
> Clc1ccc(Oc2cnns2)c(Cl)c1
  A: -2%; B: -8%; C: -2%; D: 4%; E: -5%; F: -2%; G: -6%
> O=C(NCC1CCCO1)c1ccc(COc2ccc(Cl)cc2)cc1 (stereo not drawn)
  A: -11%; B: 7%; C: -2%; D: 5%; E: /; F: /; G: -29%
> O=C(N/N=C/c1ccccn1)c1cccc([N+](=O)[O-])c1
  A: -5%; B: 8%; C: 3%; D: -18%; E: ?; F: -46%[inhibitor]; G: ?

Next entries
Second line of a record – GAA glycogen mod, aGlu spleen mod, GAA inh, CBFb-RUNX1 inh, Lamin A splicing, HTT ATP protect, HTT aggregate
- CC(C(=O)NCC1CCCCC1)N1CCN(S(=O)(=O)/C=C/c2ccccc2)CC1 (stereo not drawn)
 : -6%, -4%, ?, 15%, -12%, 0%[10 µM], 2%
- Cc1nc(CC(=O)N/N=C/c2ccc(OCC(=O)O)cc2)cs1
 : 8%, 0%, /, -4%, /, -7%[10 µM], -1%[9.22 µM]
- Cc1cccc(NC(=O)c2nc[nH]c2C(=O)Nc2ccccc2[N+](=O)[O-])c1
 : -7%, 5%, 10%, -5%, -8%, /, 6%
- Nc1nc2n(n1)C(c1ccccc1)CC(c1ccc(F)cc1)N2 (stereo not drawn)
 : -8%, 5%, 0%[15.4 µM], -1%, 0%, -13%, 6%
- COc1cccc(-c2nnc(SCC(=O)N3CCCC3=O)n2-c2ccccc2)c1
 : 7%, -3%, -4%, 5%, 0%, 3%, -2%
- CCOC(=O)C1CCCN(/C=C2\SC(=S)N(CC)C2=O)C1 (stereo not drawn)
 : 1%, 0%, /, -3%, /, 14%[10 µM], -3%[9.22 µM]
- CCn1c(/C=N/NC(=O)c2ccc(OC)cc2)nc2ccccc21
 : 4%, 1%, -1%, -14%, ?, /, ?
- N/C(=N\OC(=O)c1ccc2ccccc2c1)c1ccccn1
 : 13%, -4%, -4%, 25%, -7%[46 µM], -48%[inhibitor][10 µM], 2%
- COc1ccc2c(c1)OC[C@H]1c3cc4c(cc3O[C@@H]21)OCO4
 : /, 1%, /, ?, /, -59%[inhibitor], /
- COc1cc(-c2cc3nc4ccccc4n3c(N)c2C#N)cc(OC)c1OC
 : -3%, 7%, /, 11%, /, -6%[10 µM], 21%[9.22 µM]
- c1ccc2[nH]c(CSc3nc4ccccc4s3)nc2c1
 : 4%, -5%, -10%, 3%, ?, -52%[inhibitor], ?
- Cc1ccc(N=C2NC(=O)/C(=C\c3cccs3)S2)cc1C
 : 2%, -7%, 12%, -4%, -8%, -15%[10 µM], 1%
- CCOc1cccc2oc(-c3ccccc3Cl)cc(=O)c12
 : /, -1%[119 µM], /, 14%[89.1 µM], /, -30%, /
- Clc1ccccc1Cc1noc(CN2CCN3CCCC3C2)n1 (stereo not drawn)
 : -7%, -17%, /, 16%, /, 7%[10 µM], 0%[9.22 µM]
- Cc1ccc2c(c1)C(O)(c1c(C)[nH]c3ccccc13)C(=O)N2 (stereo not drawn)
 : -3%, 4%, ?, 5%, ?, -9%, 8%
- CCCC(O)(CCC)C(=O)NNc1ccccc1
 : ?, -6%, -1%, 1%, 18%, 9%, 17%
- OCCN1CCN(CC(O)COc2ccc3ccccc3c2)CC1 (stereo not drawn)
 : 9%, -3%, 8%, 6%, 6%, 3%[10 µM], -25%
- c1ccc(-n2nnnc2NC2CCCCCC2)cc1
 : 0%, -4%, 2%, 10%, -17%, 4%[10 µM], -1%

Grouped by structure: the compounds so far containing a COOH group
Second line of a record – GAA glycogen mod, aGlu spleen mod, GAA inh, CBFb-RUNX1 inh, Lamin A splicing, HTT ATP protect, HTT aggregate
- COc1cc(/C=C/c2cc(C(=O)O)c3ccccc3n2)ccc1OC(F)F
 : 0%, -2%, /, 0%, /, -69%[inhibitor][10 µM], 12%[9.22 µM]
- Cc1nc(CC(=O)N/N=C/c2ccc(OCC(=O)O)cc2)cs1
 : 8%, 0%, /, -4%, /, -7%[10 µM], -1%[9.22 µM]

In another format: 3 of the compounds above.
Cc1nc(CC(=O)N/N=C/c2ccc(OCC(=O)O)cc2)cs1
  GAA glycogen mod: 8%
  aGlu spleen mod: 0%
  GAA inh: /
  CBFb-RUNX1 inh: -4%
  Lamin A splicing: /
  HTT ATP protect: -7%[10 µM]
  HTT aggregate: -1%[9.22 µM]

COc1ccc(-n2nnnc2SCC#CCO)cc1
  GAA glycogen mod: 4%
  aGlu spleen mod: 2%
  GAA inh: -11%
  CBFb-RUNX1 inh: 6%
  Lamin A splicing: -4%
  HTT ATP protect: 2%[0.074 µM]
  HTT aggregate: ?

Cc1c(Cl)cccc1NC(=O)CN1CCC(C(O)(c2ccccc2)c2ccccc2)CC1
  GAA glycogen mod: -8%
  aGlu spleen mod: 3%
  GAA inh: -6%
  CBFb-RUNX1 inh: -1%
  Lamin A splicing: -4%
  HTT ATP protect: -66%[inhibitor]
  HTT aggregate: ?
